FBW7 act: FBW7 E3 ligase activators, primary screen, biochemical, AlphaScreen, human; normalized activity (activation), % at 26.1 µM; AlphaScreen FBW7–phospho-cyclin E peptide binding, activator screen; 650,000 tested, 0.13% active; AID 1259310, 2017; F-box/WD repeat-containing protein 7 (Homo sapiens), Q969H0; in the data active = normalized activity above about 1.9%;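 note: purified mutant Fbw7 with reduced substrate affinity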
GPR151 ag: activators of human GPR151, primary screen, cell-based, PathHunter beta-arrestin, luminescence. G-protein coupled receptor 151 (Homo sapiens), Q8TDV0. PathHunter beta-arrestin GPR151 cells. activation, % at 11.2 µM. 650,000 tested, 1% active. AID 1508602, 2020; in the data active = activation above about 4.9%;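 note: 0% = median of compound wells and 100% = cells with positive control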
Target sequence (Q8TDV0 whole entry, looked up): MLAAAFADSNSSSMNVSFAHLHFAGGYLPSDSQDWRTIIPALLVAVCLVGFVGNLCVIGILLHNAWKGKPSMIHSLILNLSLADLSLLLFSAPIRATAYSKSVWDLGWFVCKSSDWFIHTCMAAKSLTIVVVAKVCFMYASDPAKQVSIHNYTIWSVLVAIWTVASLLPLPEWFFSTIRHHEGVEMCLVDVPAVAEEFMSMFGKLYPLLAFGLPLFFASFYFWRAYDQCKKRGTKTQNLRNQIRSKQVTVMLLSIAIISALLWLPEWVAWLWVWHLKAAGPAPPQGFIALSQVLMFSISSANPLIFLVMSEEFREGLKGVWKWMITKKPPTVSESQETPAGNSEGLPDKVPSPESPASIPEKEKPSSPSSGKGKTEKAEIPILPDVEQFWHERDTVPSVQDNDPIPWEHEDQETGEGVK
TEAD-YAP block: TEAD-YAP interaction inhibition, primary screen, TEAD-YAP interaction inhibitor project, luminescence, HEK-TIYL cells. TEAD-Gal4/YAP UAS-luciferase luminescence. inhibition, % at 9.12 µM. 640,000 tested, 1.4% active. AID 1259422, 2018; in the data active = inhibition above about 32%;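 note: 0% = median of test compound wells and 100% = reference inhibitor wells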
MITF primary: MITF inhibitors, primary screen, biochemical, AlphaScreen, human; Microphthalmia-associated transcription factor (Homo sapiens), O75030; AlphaScreen MITF homodimerization, bead proximity signal; inhibition, % at 2.6 µM; 650,000 tested, 0.91% active; AID 1259374, 2018; in the data active = inhibition above about 50%;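 note: 0% = vehicle wells with protein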
Target sequence (O75030 whole entry, looked up): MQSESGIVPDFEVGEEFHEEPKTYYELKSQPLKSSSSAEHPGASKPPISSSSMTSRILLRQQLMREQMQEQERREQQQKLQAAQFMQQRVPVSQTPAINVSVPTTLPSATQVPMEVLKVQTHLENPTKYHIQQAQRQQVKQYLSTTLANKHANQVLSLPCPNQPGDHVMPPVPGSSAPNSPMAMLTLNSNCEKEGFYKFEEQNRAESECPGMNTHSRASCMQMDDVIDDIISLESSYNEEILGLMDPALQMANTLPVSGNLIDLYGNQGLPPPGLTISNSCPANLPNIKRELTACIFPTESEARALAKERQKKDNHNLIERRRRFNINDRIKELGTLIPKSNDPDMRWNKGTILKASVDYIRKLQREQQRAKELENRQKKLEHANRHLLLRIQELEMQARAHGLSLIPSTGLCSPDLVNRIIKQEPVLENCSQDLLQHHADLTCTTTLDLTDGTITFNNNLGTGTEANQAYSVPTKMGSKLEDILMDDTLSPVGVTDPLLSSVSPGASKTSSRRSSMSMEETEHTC
* = called active by the depositor.

1: CCOc1ccc(-n2c(CNC(=O)c3ccco3)nnc2SCC(=O)N2N=C(c3cccs3)CC2c2ccc(OC)cc2)cc1 (centres undefined)
2: CCCn1c(=O)c2c(nc3n(Cc4ccc(OC)cc4)c(C)cn23)n(C)c1=O
3: C=CCSc1nc2sc(C)c(C)c2c(=O)[nH]1
4: Cc1nc(N)sc1-c1csc(Nc2ccc(N(C)C)cc2)n1
5: CCOC(=O)c1ccc(NC(=O)/C=C/c2ccc(C)cc2)cc1
Screen / compound no.	1	2	3	4	5
FBW7 act	0.3	0.3	0.7	-0.6	-0.1
GPR151 ag	2.6	0.9	-0.4	-0.5	1.7
TEAD-YAP block	-5	-1	-5	-12	-14
MITF primary	12	-8	11	0	-7

6: COc1ccccc1C(=O)NC(C)CCc1ccccc1 (centres undefined)
7: Nc1ccc(C(=O)OCC(=O)Nc2ccc(Cl)cc2F)cc1[N+](=O)[O-]
8: CC(C)CN(Cc1cc2ccccc2[nH]c1=O)C(=O)c1cccnc1
9: CN(C)c1cccc(Nc2ccc(-c3ccccc3C=O)cn2)c1
10: CC(=O)NC(N(C#N)c1nc(N(C)C)nc(N(C)C)n1)C(Cl)(Cl)Cl (centres undefined)
Screen / compound no.	6	7	8	9	10
FBW7 act	-0.1	-0.1	-0.1	-1.5	1.0
GPR151 ag	-0.1	0.4	0.5	0.2	-1.1
TEAD-YAP block	13	27	5	-16	-15
MITF primary	-4	-4	8	63*	18

11: COc1cccc(OC)c1C(=O)Nc1ncn[nH]1
12: Cc1ccc(NC(=O)CCCl)cc1Cl
13: CCC(=O)Nc1cccc(C(=O)OCC(=O)c2cccs2)c1
14: CCCCc1nnc(NC(=O)COc2cc(C)cc(C)c2)s1
15: C=CCNC(=O)C1CCN(S(=O)(=O)c2cccc(C(F)(F)F)c2)CC1
Screen / compound no.	11	12	13	14	15
FBW7 act	-0.1	0.1	0.0	-0.1	-0.1
GPR151 ag	-0.8	-1.2	-0.4	-0.9	-0.1
TEAD-YAP block	3	15	-26	-11	-2
MITF primary	1	-3	7	4	-1

16: Cc1nc(-c2ccc(F)cc2)sc1-c1ccc(SCC(=O)N2CCCCCC2)nn1
17: O=C(C1CCCO1)N1CCC[C@@H]1Cn1nc(-c2cccs2)ccc1=O (some centres undefined)
18: O=C(c1cc([N+](=O)[O-])ccc1N1CCN(CCO)CC1)N1CCCc2ccccc21
19: Cc1[nH]nc(NNC(=O)COc2ccc(Cl)cc2)c1[N+](=O)[O-]
20: O=C(OCCN(C1=NS(=O)(=O)c2ccccc21)c1ccccc1Cl)c1ccc(Cl)cc1
Screen / compound no.	16	17	18	19	20
FBW7 act	0.1	0.1	0.2	0.9	0.0
GPR151 ag	0.1	0.2	-1.4	0.2	0.8
TEAD-YAP block	1	4	-4	1	2
MITF primary	-1	7	11	20	3

21: COc1ccc(C(=O)C2CCN(Cc3nnnn3C3CCCCC3)CC2)cc1
22: O=C(Nc1nc(Oc2ccc([N+](=O)[O-])cc2)cs1)c1cc([N+](=O)[O-])cc([N+](=O)[O-])c1
23: COc1ccc(C(=O)CSc2nc(C)c(C)c(C)n2)cc1OC
24: O=C(O)CN=C1NC2(CCCC2)Cc2ccccc21
25: Cc1ccc(-n2c(-c3ccc(Cl)cc3)n[nH]c2=S)cc1
Screen / compound no.	21	22	23	24	25
FBW7 act	0.6	0.1	0.0	0.0	0.8
GPR151 ag	1.2	-0.4	-0.5	2.1	0.6
TEAD-YAP block	-9	-3	-8	-5	9
MITF primary	11	-2	13	5	6

26: COC(=O)c1ccccc1NC(=O)CCc1c(C)nc2c(c(C)nn2C(C)(C)C)c1C
27: COc1ccc(-n2c(C)cc(C(=O)CN3CC(C)OC(C)C3)c2C)cc1 (centres undefined)
28: O=C(CN1C(=O)C(=O)N(Cc2ccccc2)C1=O)c1ccc2c(c1)OCCO2
29: CCCCCOc1ccc(C(O)(CCC)CCN2CCOCC2)cc1 (centres undefined)
30: COc1ccccc1-c1cc(C(F)(F)F)nc(S(=O)(=O)CCCC(=O)Nc2cccnc2Cl)n1
Screen / compound no.	26	27	28	29	30
FBW7 act	-0.1	0.0	0.1	-0.4	0.4
GPR151 ag	2.4	0.3	-1.1	-0.2	-0.4
TEAD-YAP block	-4	10	-13	23	-62
MITF primary	4	3	6	-7	4

31: COc1ccc(C2C(C(C)=O)=C(O)C(=O)N2c2ccc(Br)cc2)cc1 (centres undefined)
32: CC(C)c1ccc(/C=N/NC(=O)CNc2n[nH]c(=O)[nH]c2=O)cc1
33: O=C(CCN1C(=O)C2C3CCC(C3)C2C1=O)Nc1ccc(Br)cc1Cl (centres undefined)
34: O=[N+]([O-])c1c(NCCCO)cc(N2CCN(c3ccccc3)CC2)c2nonc12
35: Cc1ccc(N2C(=O)CCC2=O)cc1C#N
Screen / compound no.	31	32	33	34	35
FBW7 act	0.0	-0.1	-0.1	0.1	0.1
GPR151 ag	1.3	0.4	-0.6	-1.5	-0.4
TEAD-YAP block	-12	-9	-14	1	-3
MITF primary	3	4	6	-4	7

36: CCCCNC(=O)CSc1nc2sc(C(=O)OCC)c(C)c2c(=O)n1Cc1ccc(Cl)c(Cl)c1
37: COCCn1nnnc1SCC(=O)N1CCCCC1
38: Cc1ccccc1CNC(=O)c1ccc(Cl)c([N+](=O)[O-])c1
39: COc1ccccc1-n1c(CNC(=O)c2cccs2)nnc1SCC(=O)N1N=C(c2cccs2)CC1c1cccc(OC)c1OC (centres undefined)
40: O=C1C(=O)N(CCN2CCOCC2)C(c2ccc(F)cc2)/C1=C(\O)c1ccccc1 (centres undefined)
Screen / compound no.	36	37	38	39	40
FBW7 act	0.1	-0.2	-0.1	0.3	-0.2
GPR151 ag	0.1	-0.5	-1.0	-0.7	1.0
TEAD-YAP block	-9	1	-3	8	-5
MITF primary	8	-5	-10	13	-8

41: O=C(Nc1nnc(C(F)(F)F)s1)c1ccc(Cl)cc1Cl
42: O=C(NC1CCCCC1)[C@@H]1C=CCN1C(=O)C1CC1
43: COc1ccc(C(=O)Oc2cc(N)n(S(=O)(=O)c3ccc(OC)cc3)n2)cc1
44: COc1ccc(C(=O)OCCN2CCN(c3ccc(C(F)(F)F)cc3[N+](=O)[O-])CC2)cc1OC
45: CCC(Sc1nnc(NC(C)=O)s1)C(=O)NC1=NN=C(c2ccc(C)cc2)CS1 (centres undefined)
Screen / compound no.	41	42	43	44	45
FBW7 act	-0.1	-0.1	0.0	0.5	-0.6
GPR151 ag	-2.3	-0.1	-0.7	-0.5	-0.5
TEAD-YAP block	-18	3	3	3	17
MITF primary	-6	1	-9	12	5

46: Fc1ccc(/C=N/Nc2ccc(Cl)nn2)cc1
47: Nc1ccc2c(c1)C(=O)N(C1CCCCC1)C2=O
48: CC(=O)N/C(=C\c1ccc(Br)s1)C(=O)O
49: CCCC(=O)NC(=S)Nc1ccc(CN2CCOCC2)cc1
50: CCOC(=O)CNC(=O)C1CCN(c2nc3ccccc3n2CC)CC1
Screen / compound no.	46	47	48	49	50
FBW7 act	0.0	0.1	0.0	0.0	0.0
GPR151 ag	0.2	-1.5	1.4	-2.3	0.7
TEAD-YAP block	2	-26	3	2	15
MITF primary	-9	-7	1	-1	0

51: Cc1ccc(-n2nc(C)c(/C=C/c3onc(C)c3[N+](=O)[O-])c2C)cc1
52: Cc1ccnc(N2C3CCC2CC(O)(c2ccccc2)C3)n1 (centres undefined)
53: N#CN=C(N)CSc1nc(-c2ccccc2)cc(C(F)(F)F)c1C#N
54: CC1=CC2=NC(=O)/C(=C\c3ccc(OCCOc4ccccc4C)cc3)C(=N)N2O1
55: CCC(=O)Nc1nnc(S(=O)(=O)N2CCCC2)s1
Screen / compound no.	51	52	53	54	55
FBW7 act	0.1	0.0	0.0	0.8	0.5
GPR151 ag	-0.1	-0.8	0.2	3.7	0.7
TEAD-YAP block	-1	8	6	-19	4
MITF primary	0	53*	9	13	0

56: CNC(=O)CN(c1ccc(C)cc1)S(=O)(=O)c1ccc(Cl)cc1
57: COc1cccc(CN2CCN(C(=O)C3=NNC(=O)CC3)[C@@H](C)C2)c1
58: Cn1c(=O)c2c(nc(Oc3ccc(C(C)(C)C)cc3)n2C)n(C)c1=O
59: CCOC(=O)c1cnc2ccc(OC)cc2c1NCc1ccccc1
60: CCOc1ccc(NC(=O)NCC2CC(=O)N(Cc3ccc(F)cc3)C2)cc1 (centres undefined)
Screen / compound no.	56	57	58	59	60
FBW7 act	-0.1	0.0	0.0	0.1	-0.2
GPR151 ag	-0.1	0.3	0.3	0.1	1.0
TEAD-YAP block	-7	-4	5	9	2
MITF primary	0	0	2	-1	0

61: O=C(CSc1ncccn1)Nc1ccc2c(c1)OCCO2
62: CC1CCCC(C)N1CCCNC(=O)c1ccc2nc(N3CCOCC3)sc2c1 (centres undefined)
63: Nc1c(C(=O)c2cccc([N+](=O)[O-])c2)sc2nccc(NCc3ccccc3)c12
64: N#Cc1cccc(CN2CCC(=O)N(Cc3ccccn3)CC2)c1
65: CCCCn1c(SCC(=O)N2CCOCC2)nnc1-c1ccccc1
Screen / compound no.	61	62	63	64	65
FBW7 act	0.1	0.8	-0.1	-0.1	0.1
GPR151 ag	0.4	-1.3	0.8	-1.1	-0.6
TEAD-YAP block	-42	-4	-8	-4	15
MITF primary	9	-6	-7	5	8

Structural class, the entries above with a CF3 group.
15: C=CCNC(=O)C1CCN(S(=O)(=O)c2cccc(C(F)(F)F)c2)CC1
30: COc1ccccc1-c1cc(C(F)(F)F)nc(S(=O)(=O)CCCC(=O)Nc2cccnc2Cl)n1
41: O=C(Nc1nnc(C(F)(F)F)s1)c1ccc(Cl)cc1Cl
44: COc1ccc(C(=O)OCCN2CCN(c3ccc(C(F)(F)F)cc3[N+](=O)[O-])CC2)cc1OC
53: N#CN=C(N)CSc1nc(-c2ccccc2)cc(C(F)(F)F)c1C#N
Screen / compound no.	15	30	41	44	53
FBW7 act	-0.1	0.4	-0.1	0.5	0.0
GPR151 ag	-0.1	-0.4	-2.3	-0.5	0.2
TEAD-YAP block	-2	-62	-18	3	6
MITF primary	-1	4	-6	12	9

More entries follow:
66: Cc1ccc(Nc2nc(N3CC(C)CC(C)C3)nc3c2cnn3C)cc1 (centres undefined)
67: COc1cc2nc(-c3cccc(C(C)=O)c3)nc(Nc3cc(OC)c(OC)c(OC)c3)c2cc1OC
68: CC(=O)Nc1ccccc1C(=O)C(=O)Nc1ccc(C(=O)NCc2ccc(F)cc2)cc1
69: CC(=O)Nc1cccc(-c2cncc(-c3cccc(C(=O)O)c3)n2)c1
70: CN1CCN(C2Cc3ccccc3C2)CC1
Screen / compound no.	66	67	68	69	70
FBW7 act	-0.2	-0.2	0.6	-0.1	0.9
GPR151 ag	1.1	-0.5	0.3	0.2	0.6
TEAD-YAP block	-4	8	5	-4	5
MITF primary	-2	12	10	12	9

71: CCC(=O)Nc1cc(Cl)c(Cl)cc1Cl
72: Cc1ccc(S(=O)(=O)Nc2cc(C)c([N+](=O)[O-])cc2C)cc1
73: COc1ccc(OCC(=O)N2c3ccccc3C(C)(c3ccccc3)CC2(C)C)cc1 (centres undefined)
74: Cc1cc(C(=O)N/N=C/c2cccc(Br)c2)n[nH]1
75: NC(=O)c1c(NC(=O)c2ccc(Cl)s2)sc2c1CCC2
Screen / compound no.	71	72	73	74	75
FBW7 act	-0.1	0.1	-0.2	-0.1	0.0
GPR151 ag	0.3	-0.3	2.2	0.0	0.1
TEAD-YAP block	-6	6	-8	-27	-60
MITF primary	16	9	4	8	9

Shown as labelled records: part of the list above
71: CCC(=O)Nc1cc(Cl)c(Cl)cc1Cl
  FBW7 act: -0.1
  GPR151 ag: 0.3
  TEAD-YAP block: -6
  MITF primary: 16

74: Cc1cc(C(=O)N/N=C/c2cccc(Br)c2)n[nH]1
  FBW7 act: -0.1
  GPR151 ag: 0.0
  TEAD-YAP block: -27
  MITF primary: 8

72: Cc1ccc(S(=O)(=O)Nc2cc(C)c([N+](=O)[O-])cc2C)cc1
  FBW7 act: 0.1
  GPR151 ag: -0.3
  TEAD-YAP block: 6
  MITF primary: 9

73: COc1ccc(OCC(=O)N2c3ccccc3C(C)(c3ccccc3)CC2(C)C)cc1 (centres undefined)
  FBW7 act: -0.2
  GPR151 ag: 2.2
  TEAD-YAP block: -8
  MITF primary: 4

Next structures:
76: COc1ccc(NC(=O)CNCCO)c(OC)c1
77: O=C(CN1CCc2ccccc2C1)N1CCC(Cc2ccccc2)CC1
78: O=C(NCC1CCCO1)/C(=C\c1ccccc1)NC(=O)c1ccc(Cl)cc1Cl (centres undefined)
79: O=C(COC(=O)c1cc(=O)c2ccccc2o1)Nc1ccccc1[N+](=O)[O-]
80: C=CCOc1cccc(/C=N/NC(=O)CN2CCCCC2)c1
81: CC1=C(C(=O)Nc2ccc(Cl)cc2)C(c2ccccc2)C(C#N)=C(SCC(=O)Nc2ccc(Cl)cc2)N1 (centres undefined)
Screen / compound no.	76	77	78	79	80	81
FBW7 act	-0.2	0.1	0.1	0.1	-0.1	-0.1
GPR151 ag	1.9	0.8	0.3	0.5	-0.5	0.9
TEAD-YAP block	-11	5	6	-3	2	-9
MITF primary	38	40	15	19	0	5
